From PubChem
ALOX12 inh = blocks human arachidonate 12S-lipoxygenase. Potency, µM (titrated, usually from 108 µM), for inactives: at the highest dose activity change, negative = inhibition, hits mostly inhibitors. purified 12hLO, xylenol orange hydroperoxide absorbance. 1.1% of 580,000 active. AID 1671190; active means well fitted inhibition curve with a large enough effect; inconclusive means small, poorly fitted or top-dose-only effect, or another doubt; inactive means no such curve, though single readings can be large or run the other way
Target sequence (P18054 whole entry, looked up): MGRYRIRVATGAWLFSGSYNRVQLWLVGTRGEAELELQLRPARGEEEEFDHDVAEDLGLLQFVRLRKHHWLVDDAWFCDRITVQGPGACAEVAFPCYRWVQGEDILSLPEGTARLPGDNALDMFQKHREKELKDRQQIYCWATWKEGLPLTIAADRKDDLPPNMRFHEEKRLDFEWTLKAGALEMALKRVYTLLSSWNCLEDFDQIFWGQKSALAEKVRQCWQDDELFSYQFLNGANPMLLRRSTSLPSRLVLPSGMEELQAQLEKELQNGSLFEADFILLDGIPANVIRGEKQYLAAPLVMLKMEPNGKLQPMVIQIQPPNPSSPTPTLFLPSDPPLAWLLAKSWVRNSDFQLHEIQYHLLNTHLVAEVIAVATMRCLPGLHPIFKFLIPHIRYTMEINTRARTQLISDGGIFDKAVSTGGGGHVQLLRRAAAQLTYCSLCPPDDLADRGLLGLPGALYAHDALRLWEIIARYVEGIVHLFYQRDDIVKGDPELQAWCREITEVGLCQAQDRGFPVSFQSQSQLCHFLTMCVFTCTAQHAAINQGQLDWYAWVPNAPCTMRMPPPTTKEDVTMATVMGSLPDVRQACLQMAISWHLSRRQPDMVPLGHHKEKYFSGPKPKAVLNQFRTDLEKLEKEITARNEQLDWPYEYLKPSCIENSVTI
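Purified human 12hLO at 150 nM in 25 mM Hepes, 0.01% Triton X-100, pH 7.0, preincubated 15 min at room temperature with compound. Reaction started with 40 uM arachidonic acid, 30 min at room temperature. Hydroperoxide measured by Fe-xylenol orange, 573/405 nm absorbance ratio.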
Active calls of the source: *; ? = inconclusive; [ ] = another dose, or the depositor's remark. On the % scale 0 is the no-effect control and ±100 the full control effect; potency means the concentration at half of the fitted maximal effect. A portion of the library; rates above refer to the full screens.

SMILES	ALOX12 inh
Cn1c(=O)n([C@H]2CCCN(C(=O)c3cnccn3)C2)c2ncccc21	27%
COc1ccc(CC(=O)NC[C@@H]2C=C(C)[C@H](Cc3nc4ccncc4[nH]3)C[C@H]2C(C)C)cc1	13%
COc1cc(F)cc(-c2cccc(COc3cnc4c(ccn4CC(=O)O)c3)c2)c1	-18%[176 µM]
Cc1nc(-c2cn(C3CCCN(C(=O)c4ccc(C)s4)C3)nn2)no1 (configuration not stated)	10%
O=C(NCc1ccccc1)c1cc(-c2ccccn2)nc2ccccc12	-2%
COc1ccc(CN2CCC3(CC2)C(C(=O)O)CC(=O)N3C)cc1 (configuration not stated)	-3%
Cc1cn2nc(C(=O)NCc3ccccc3Cl)cc2c(=O)[nH]1	12%
Cc1ccc(NC(=O)C2CC(=O)N(c3n[nH]c4cccc(F)c34)C2)cc1C (configuration not stated)	7%
CCCCCCCOC(C)=O	5%[176 µM]
Cc1cccc(CC(=O)N2[C@@H]3CC[C@H]2CC(NC(=O)c2ccc(F)cc2)C3)c1 (some centres not stated)	31%[activator]
CC(C)NC(=O)[C@@H]1C[C@H](N)CN1C(=O)c1ccc(-n2cnnn2)cc1	24%
CCCOc1ccc(-c2nc3ccccc3c(C(=O)O)c2C)cc1	?
Cc1onc(C(=O)N2C[C@@H](Oc3ccccc3)C[C@H]2C(=O)NC2CC2)c1Cn1cccn1	-2%
COc1ccc(-c2cc(N3CCN(C(=O)c4cc5ccccc5[nH]4)CC3)n[nH]2)cc1	15%
Cc1ccc2c(n1)N(C)[C@H](CO)CCN(Cc1ccc(OC(F)(F)F)cc1)C2	14%[176 µM]
Cc1cc(=O)n2c(n1)NC(Nc1ccc(F)cc1)=NC2c1ccco1 (configuration not stated)	26%
O=C(NCC1CCN(Cc2cccc(F)c2)CC1)[C@@H]1COCC(=O)N1Cc1ccccc1	9%
CC(C)c1ccc(C(=O)N2c3ccccc3CC2c2nc(C3CC3)no2)cc1 (configuration not stated)	18%
CC(C)Cn1cc(NC(=O)Nc2ccccc2)c2ccccc2c1=O	?
Cn1cc(CN(C(=O)C2CCC(=O)N(Cc3cccc(F)c3)C2)C2CC2)cn1 (configuration not stated)	23%
COc1ccccc1C(=O)N1CCC2(CC1)COc1ccccc1[S+](=O)([O-])N2	?
CCCc1c(C)nc(Nc2nc(C)c3cccc(OC)c3n2)[nH]c1=O	0%
CCCC(=O)Nc1ccc(Cl)c(NC(=O)c2cc(OCC)c(OCC)c(OCC)c2)c1	?
CNC(=O)c1cc(S(=O)(=O)N2CCn3nc(CO)cc3C2)cs1	21%
CSc1ccccc1NC(=O)C1CC=CCC1 (configuration not stated)	11%

In another format: two of the compounds above
| Structure | ALOX12 inh |
| --- | --- |
| O=C(NCc1ccccc1)c1cc(-c2ccccn2)nc2ccccc12 | -2% |
| CSc1ccccc1NC(=O)C1CC=CCC1 (configuration not stated) | 11% |

Returning to the listing with the 7 entries that preceded the break.
SMILES	ALOX12 inh
CC(C)Cn1cc(NC(=O)Nc2ccccc2)c2ccccc2c1=O	?
Cn1cc(CN(C(=O)C2CCC(=O)N(Cc3cccc(F)c3)C2)C2CC2)cn1 (configuration not stated)	23%
COc1ccccc1C(=O)N1CCC2(CC1)COc1ccccc1[S+](=O)([O-])N2	?
CCCc1c(C)nc(Nc2nc(C)c3cccc(OC)c3n2)[nH]c1=O	0%
CCCC(=O)Nc1ccc(Cl)c(NC(=O)c2cc(OCC)c(OCC)c(OCC)c2)c1	?
CNC(=O)c1cc(S(=O)(=O)N2CCn3nc(CO)cc3C2)cs1	21%
CSc1ccccc1NC(=O)C1CC=CCC1 (configuration not stated)	11%
CC1=C[C@@H](CN2CCC[C@H]2CO)[C@H](C(C)C)C[C@H]1Cc1nnc(-c2ccc(N(C)C)cc2)o1	107%[activator]
CN(C)C[C@@H]1CN(Cc2ccccn2)C[C@H]1NS(=O)(=O)c1ccccc1F	63%[activator]
CCOC(=O)CSc1nc2ccccc2c(=O)n1-c1ccccc1OCC	8%
COc1ccc(CCC(=O)N2CCCN(c3cc(-c4ccc(Br)cc4)[nH]n3)CC2)cc1	11%
CCc1nc(-c2c3n(c(=O)n(Cc4c(F)cccc4Cl)c2=O)CCCC3)no1	45%[activator]
O=c1c2c3c(nn2ccn1Cc1cccc(C(F)(F)F)c1)CCCC3	2%
Cc1ccccc1C(=O)NC1CCCN(c2cc(-c3ccc(F)cc3)[nH]n2)C1 (configuration not stated)	18%
Cc1ccc(NC(=O)c2ncoc2-c2cccs2)c(C)c1	2%
CC(C(=O)NCCCN1CCOCC1)C1CCN(C(=O)c2cc3ccccc3[nH]2)CC1 (configuration not stated)	4%
COc1ccc([C@H]2CC(=O)C[C@@H](CCn3ccnn3)O2)cc1	-14%
Cc1ccc(/C=C/c2ccc3cccc(O)c3n2)cc1C	5%
CCCCNc1nc2c(c(=O)n(C)c(=O)n2C)n1Cc1ccccc1Cl	28%
CCCCC(=O)NC(NC(=O)CCCC)c1ccc(Cl)cc1	-27%
O=C(Nc1cccc2cccnc12)c1ccc(Cl)c(Cl)c1	-18%
COc1ccc(Cl)cc1NC(=O)CN(C)C(=O)c1cc(=O)c2cc(C)ccc2o1	-13%
COc1ccc(C(=O)N2CCC3(CC2)N=C(c2cccc(Br)c2)NO3)cc1	4%
COc1ccc(CNC(=O)c2ccc(Cn3ccn4nc5c(c4c3=O)CCCC5)cc2)c(OC)c1	11%
O=C1CC(c2ccccc2)N(C(=O)CNC(=O)c2cccnc2)CCCCCCN1 (configuration not stated)	47%[activator]
O=C(Nc1cccc(Cl)c1)[C@@H]1COCC(=O)N1Cc1ccccc1	35%[activator]
C=CCOc1ccc(NC(=O)c2ccc(Cl)cc2)cc1	?
O=C(NCc1cccs1)O[C@H]1CC[C@@]23CCCN2C(=O)CCC[C@H]3[C@H]1Cc1ccccc1	?
Cc1cnc2c(C(=O)N3CCCn4nc(C(C)O)cc4C3)cnn2c1 (configuration not stated)	12%
COc1ccc(C(=O)N2CCC3(CC2)NC(=O)N(c2ccc(F)cc2)N3)cc1	?
Cc1ccccc1CC(=O)NCC1CCCO1 (configuration not stated)	1%
COc1ccc(OC)c(S(=O)(=O)Nc2ccc3c(c2)CCCN3C(=O)c2cccnc2)c1	-25%
Continuation:
SMILES	ALOX12 inh
CCOc1ccccc1CN1CCC2(CCN(CCc3ccc(OC)cc3)CC2)Oc2ccccc21	?
COc1cccc(-c2[nH]nc3c2C(c2ccc(O)cc2)C(C#N)=C(N)O3)c1 (configuration not stated)	?
COc1ccc(C(=O)OC2CC3CC[C@H](C2)N3C(C)=O)cc1OC (some centres not stated)	-8%
Cc1cccc(N2CCN(C(=O)c3noc(-c4ccc[nH]c4=O)n3)CC2)c1	-14%
CCOC(=O)[C@]12CCCC=C1N(Cc1ccc3c(c1)OCO3)C(=O)[C@H](CC(=O)N1CCOCC1)C2	1%
COC1CCN(C(=O)c2ccnc(-c3nnc4ccc(N5CCOCC5)nn34)c2)CC1	100µM*
CCS(=O)(=O)N1CCC2(CCC2OC)CC1 (configuration not stated)	23%
COc1cc(C(=O)N2CCc3c(nc(C)nc3N(C)C)C2)cc(OC)c1OC	-7%
COc1cccc(-c2cc(-c3nc(C4CCOC4)no3)[nH]n2)c1 (configuration not stated)	0%
O=C(NC1CCCCC1)C1CCN(C(=O)c2ncn3c2COC(c2ccc(Cl)cc2)C3)CC1 (configuration not stated)	63%[activator]
COC(=O)N1CCC2(CC1)CN(c1ccc(-c3ccccc3)cc1)C2	8%[57.4 µM]
Cc1ccc(/C=C/C(=O)c2ccc(C)o2)o1	-61%
CC(C)(C)n1ncc2c1NC(=O)CC21C(=O)Nc2c(Cl)cccc21 (configuration not stated)	2%
Cn1c(C(=O)O)cc2c1CCN(Cc1ccc(F)cc1)C2	12%
COc1ccccc1-c1cc(NCc2cccnc2)ncn1	?
CCC1(N2CCN(C(=O)c3ccc(N(C)C)cc3)CC2)CCN(C(=O)NC)C1 (configuration not stated)	18%
CCN(CC)C(=O)CSc1nc2c(cc1C#N)CCCC2	2%
Cc1cc(C(=O)Nc2ccccc2C(C)C)c2ccccc2n1	3%
CCCCNC(=S)N/N=C1/CC(C)CC(C)(C)C1 (configuration not stated)	?
O=C(Nc1ccccc1)N1CC2(CCN(C(=O)c3ccncc3)CC2)C1	-6%[57.4 µM]
Cc1ccc(-c2nnc(C3CN(C(=O)c4ccco4)CC34CCOCC4)o2)cc1 (configuration not stated)	10%
CN(C)c1ccc(CN2CC[C@H](c3nc4ccc(C(F)(F)F)cc4[nH]3)C2)cc1	-1%[176 µM]
CCN(CC)Cc1cnc2c(C(=O)N(CC)CC)cnn2c1	19%
O=C1[C@H]2[C@@H]3CCN1CCC[C@@H]2C=C[C@@H]3c1ccc(Br)cc1	-11%
CCC1=NS(=O)(=O)c2cc(NC(=O)C3CC3)ccc2N1CC(C)C	22%
Additional compounds
SMILES	ALOX12 inh
Cc1cnc(CNc2ccnc(-c3ccc(N(C)C)cc3)n2)cn1	?
Cc1ccc(C(=O)N[C@H]2CO[C@H]3[C@@H]2OC[C@@H]3n2nnnc2Oc2ccc(-n3ccnc3)cc2)cc1	65%[activator]
N#Cc1nc(/C=C/c2ccccc2)oc1N1CCCCC1	?
Cc1ncc(-c2ccc(S(=O)(=O)Nc3cccc(Cl)c3)cc2)o1	-25%
O=C1Cc2cc(C(=O)CSc3nnc(-c4cccc(F)c4)o3)c(Cl)cc2N1	-16%
CC1(C)C(=O)N(Cc2ccccc2)[C@H]2CN(Cc3ccc(C(=O)O)cc3)C[C@H]2[S+]1(=O)[O-]	2%
Cc1ccc(C)c(C(=O)NCc2ccco2)c1	18%
CN(CC(=O)N1CCN(c2ccccc2F)CC1)c1nnc(N2CCCC2=O)s1	10%
O=C(c1ccccc1Cl)N1CCC2(CC1)NC(=O)N(Cc1ccc(F)cc1)C2=O	?
Cc1ccc(OCC(=O)N2CCC(c3noc(-c4cnccn4)n3)C2)cc1 (configuration not stated)	53%[activator]
Cc1nc2n(n1)C(C(=O)Nc1ccccc1C)CC(=O)N2 (configuration not stated)	8%
O=C(c1ccc(F)c(Cl)c1)N1CC(CO)C2(CCNCC2)C1 (configuration not stated)	36%[activator]
COc1ccc(CN2CCC3(CC(C(C)C)=NO3)C2)cc1 (configuration not stated)	0%[12.5 µM]
CN(CC1CCCN(CCc2cccc(C(F)(F)F)c2)C1)C(=O)c1ccc2[nH]ccc2c1 (configuration not stated)	3%
CCC(C(=O)N1CCC(C(=O)N2CCCC2)CC1)n1cccn1 (configuration not stated)	34%[activator]
Cc1cnc(CNc2cc(-c3ccc(C(=O)N(C)C)cc3)ncn2)cn1	?
CCOc1ccccc1CNC(=O)CCn1ccc(C)n1	?
CN(Cc1ccc(-c2ccccc2)cc1)C(=O)Nc1ccc(Cl)cc1	?
CCOc1ccccc1C(=O)N1CCC(c2n[nH]c(=O)n2-c2ccc(C)cc2)CC1	?
Cc1ccc(-c2c(NC(=O)CN3CCC(C(N)=O)CC3)oc3ccccc3c2=O)cc1	4%
CCCCn1c(=O)[nH]c(=O)c2c1nc(CSc1nnnn1C1CCCC1)n2C	0%
Cc1ccc(CN2CC[C@H](c3nc4ccc(C(F)(F)F)cc4[nH]3)C2)cc1	?
CC(C)(C)n1nnnc1C1CC2(CCOCC2)C(=O)N1Cc1ccc(F)cc1Cl (configuration not stated)	32%[activator]
Cc1c(C(=O)NCC2COCCO2)cnn1-c1ncc2c(n1)-c1ccccc1CC2 (configuration not stated)	10%
O=C1NC2(CCCN(Cc3cncs3)C2)Oc2ccccc21 (configuration not stated)	19%[176 µM]

6 entries out of the list above, sorted by their value in ALOX12 inh, lowest first.
SMILES	ALOX12 inh
Cc1ncc(-c2ccc(S(=O)(=O)Nc3cccc(Cl)c3)cc2)o1	-25%
CCCCn1c(=O)[nH]c(=O)c2c1nc(CSc1nnnn1C1CCCC1)n2C	0%
CN(CC1CCCN(CCc2cccc(C(F)(F)F)c2)C1)C(=O)c1ccc2[nH]ccc2c1 (configuration not stated)	3%
Cc1ccc(-c2c(NC(=O)CN3CCC(C(N)=O)CC3)oc3ccccc3c2=O)cc1	4%
Cc1nc2n(n1)C(C(=O)Nc1ccccc1C)CC(=O)N2 (configuration not stated)	8%
Cc1c(C(=O)NCC2COCCO2)cnn1-c1ncc2c(n1)-c1ccccc1CC2 (configuration not stated)	10%

Later entries:
SMILES	ALOX12 inh
CCN(CC)C(=O)N1CCCC(Cc2ncc(C)n2Cc2ccccc2)C1 (configuration not stated)	72%[activator]
CCCCn1c(=O)n(CC(O)COc2ccc(C(C)(C)C)cc2)c(=O)c2c1ncn2CCOC (configuration not stated)	?
Cn1c(=O)c2c(nc(NCCCN3CCOCC3)n2Cc2ccccc2Cl)n(C)c1=O	20%
COc1cc2c(cc1OC)C1=CC3(C(=O)Nc4ccc(C)cc43)C(C#N)=C(N)N1CC2 (configuration not stated)	?
CC(C)n1nc(OC(C)(C)C(=O)NC2CCC(O)CC2)c2cc(CN3CCOCC3)ccc21 (configuration not stated)	-25%
Cc1ccc(C)c(N2CCN(C(=O)c3noc(-c4ccc[nH]c4=O)n3)CC2)c1	40%[activator]
Cc1cccc(NC2=C(C(N)=O)S(=O)(=O)c3ccccc32)c1	?
Cc1nnc2sc(-c3ccc(CNC(=O)c4ccccc4Cl)cc3)nn12	9%
COc1cc(NS(=O)(=O)c2ccccc2Cl)c(C(=O)O)cc1OC	?
O=C(Nc1ccc2c(N3CCCCC3)ncnc2c1)c1ccsc1	62%[activator]
O=C(NCCN1CCOCC1)c1c[nH]c2ncccc12	32%[activator][176 µM]
CC(C)(C)NC(=O)C(c1ccccc1F)n1c(=O)c(-c2cc3ccccc3[nH]2)nc2ccccc21 (configuration not stated)	-10%
Nc1ncccc1CN1C[C@H]2CN(C(=O)C3CCC3)C[C@@]2(C(=O)O)C1	0%
COc1ccc2[nH]c3c(c2c1)CCNC31CCN(C(=O)Cc2ccncc2)CC1	11%
COCc1ccc2c(c1)c(OC(C)(C)C(=O)N1CCN(C)CC1)nn2CCC(C)C	8%[176 µM]
